MEP2 TOR yeast – modulators of MEP2-GFP levels in yeast, primary screen, S. cerevisiae, multiplex flow cytometry, MLPCN library; GFP response vs DMSO, % at 10 µM; S. cerevisiae MEP2-GFP strain, 3 h; 100% = DMSO control level; 330,000 compounds, 0.51% hits; AID 2016, 2009;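 active = GFP response versus DMSO above a set limit, roughly screen mean plus 3 SD, cut at about 180% in these data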;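 also: median GFP fluorescence of the barcode-gated MEP2-GFP cells per well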
CR mimetic SO – reduction of superoxide in aged yeast, primary screen, HTS; S. cerevisiae aged cells, superoxide DHE fluorescence; stronger effect = lower value; superoxide response (% of plate mean), % at 10 µM; 330,000 compounds, 0.18% hits;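 active = superoxide response under a set limit, about three screen SD below normal, cut at about 65% in these data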;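 also: yeast aged for seven days with compound at 30 °C before DHE staining; 100% = average MFI of all compound-treated wells on the plate with controls excluded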
CIT2-GFP yeast – modulators of CIT2-GFP expression in yeast, primary screen, S. cerevisiae, GFP fusion, multiplex flow cytometry, MLPCN library; S. cerevisiae CIT2-GFP strain, 3 h; 100 means same as DMSO wells; GFP response vs DMSO, % at 10 µM; 320,000 compounds, 0.065% hits; AID 2029, 2009;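 active = GFP response relative to DMSO above a set limit, near the screen mean plus 3 SD, cut at about 150% in these data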;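 also: ratio of well median GFP fluorescence to mean of DMSO wells on the plate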
AGP1 TOR yeast – modulators of AGP1-GFP expression in yeast TOR pathway, primary screen, cell-based, multiplex flow cytometry, S. cerevisiae, MLPCN library | 3 h; GFP as percent of DMSO wells | GFP response vs DMSO, % at 10 µM | 320,000 compounds, 0.02% hits | AID 2066, 2009;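 active = GFP response relative to DMSO above a set limit, near screen average plus 3 SD, cut at about 150% in these data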;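 also: median GFP channel fluorescence of the gated AGP1 strain per well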
LAP4-GFP MLPCN – modulators of LAP4-GFP expression in yeast, primary screen, S. cerevisiae, multiplex flow cytometry, MLPCN library. 3 h; median GFP as percent of DMSO wells. 320,000 compounds, 0.34% hits. GFP response vs DMSO, % at 10 µM;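 active = GFP response vs DMSO above a set limit, about the screen mean plus 3 SD, cut at about 150% in these data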
VLA-4 inh – inhibition in human VLA-4 binding assay, primary screen, VLA-4 allosteric modulator project, MLPCN library, flow cytometry, VLA-4 expressing cells | Integrin alpha-4 (Homo sapiens), P13612 | ligand binding flow cytometry | inhibition, % (about 7 µM as worked out from the volumes in the protocol) | 330,000 compounds, 0.2% hits; in the data active = inhibition above about 50%
Target sequence (P13612 whole entry, looked up): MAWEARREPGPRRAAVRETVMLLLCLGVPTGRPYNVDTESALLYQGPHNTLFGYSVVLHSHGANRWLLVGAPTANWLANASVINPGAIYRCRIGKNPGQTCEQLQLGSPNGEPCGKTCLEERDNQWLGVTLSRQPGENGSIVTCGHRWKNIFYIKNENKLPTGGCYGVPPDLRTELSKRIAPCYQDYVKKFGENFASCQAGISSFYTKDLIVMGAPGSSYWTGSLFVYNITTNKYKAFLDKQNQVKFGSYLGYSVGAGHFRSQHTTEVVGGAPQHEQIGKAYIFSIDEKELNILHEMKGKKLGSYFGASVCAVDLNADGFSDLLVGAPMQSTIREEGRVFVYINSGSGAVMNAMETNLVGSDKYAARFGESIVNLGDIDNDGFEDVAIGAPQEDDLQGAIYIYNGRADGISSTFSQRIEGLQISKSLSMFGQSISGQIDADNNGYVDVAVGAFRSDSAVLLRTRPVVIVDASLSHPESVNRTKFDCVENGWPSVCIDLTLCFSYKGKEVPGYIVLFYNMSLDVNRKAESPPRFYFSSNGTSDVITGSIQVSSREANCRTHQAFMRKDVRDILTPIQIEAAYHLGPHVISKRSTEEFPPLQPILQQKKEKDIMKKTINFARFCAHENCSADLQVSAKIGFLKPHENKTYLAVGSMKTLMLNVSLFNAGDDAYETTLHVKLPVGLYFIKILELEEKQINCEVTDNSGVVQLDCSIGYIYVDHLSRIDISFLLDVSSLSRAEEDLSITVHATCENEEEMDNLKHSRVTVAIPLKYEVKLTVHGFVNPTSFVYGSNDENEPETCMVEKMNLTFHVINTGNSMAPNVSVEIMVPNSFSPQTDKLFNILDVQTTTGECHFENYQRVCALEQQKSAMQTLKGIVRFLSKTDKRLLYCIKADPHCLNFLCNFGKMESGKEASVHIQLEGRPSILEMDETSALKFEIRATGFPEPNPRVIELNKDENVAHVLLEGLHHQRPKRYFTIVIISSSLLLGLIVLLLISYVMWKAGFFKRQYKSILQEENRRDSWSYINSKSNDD
GRK2 inh – compounds blocking aptamer binding on GRK2 – biochemical, human GRK2, bead flow cytometry, HTS, primary screen; FAM-aptamer displacement from GRK2; 330,000 compounds, 0.59% hits; AID 488847, 2010; inhibition of aptamer binding, % at 10 µM; Beta-adrenergic receptor kinase 1 (Homo sapiens), P25098;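 active = inhibition of aptamer binding above 40%, roughly 3 SD of noise, on plates passing a quality check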;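 also: median bead fluorescence of bound FAM aptamer so fluorescent compounds give negative values; no value below 0 was filed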
RPL19A TOR yeast – RPL19A-GFP expression modulators in yeast, primary screen, cell-based, S. cerevisiae, multiplex flow cytometry, MLPCN; S. cerevisiae RPL19A-GFP strain, 3 h; stronger effect = lower value; percent response vs DMSO, % at 10 µM; 330,000 compounds, 0.3% hits; AID 2025, 2009;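 active = percent response vs DMSO below 50%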;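 also: median channel GFP fluorescence of the barcoded RPL19A-GFP strain; ratio of sample median GFP to plate DMSO average so 100% = DMSO; lower means less RPL19A-GFP as with rapamycin TOR inhibition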
Numbers without * were called inactive; · = not tested or not shown.

cpd	canonical_smiles	MEP2 TOR yeast	CR mimetic SO	CIT2-GFP yeast	AGP1 TOR yeast	LAP4-GFP MLPCN	VLA-4 inh	GRK2 inh	RPL19A TOR yeast
1	O=C(Nc1ccc2c(c1)OCO2)c1cccc2c1C(=O)N(C1CCCCC1)C2	98	98	94	98	99	-1	0	98
2	Cc1cccc(OCC(=O)Nc2ccccc2C(=O)N2CCOCC2)c1	105	110	108	107	98	-6	0	99
3	COc1ccccc1Nc1nc2ccccc2n2cnnc12	95	93	91	97	116	11	1	96
4	O=C1C=C(c2ccc3c(c2)OCO3)CCC1	103	89	95	101	102	43	2	102
5	Cc1cccc(C(=O)N2CCC(Cc3ccccc3)CC2)c1[N+](=O)[O-]	86	89	81	85	78	3	0	94
6	COc1ccc(NC(=O)c2cccc(N3C(=O)C4C5C=CC(C5)C4C3=O)c2)c(OC)c1 (stereo not drawn)	122	103	104	94	95	-9	0	94
7	COc1cc(C2CC(=O)Oc3c2c(=O)n(C)c2ccccc32)ccc1O (stereo not drawn)	97	102	97	102	103	12	0	105
8	CCN(CC)S(=O)(=O)c1cccc(NC(=O)/C=C/c2cccc([N+](=O)[O-])c2)c1	99	98	86	96	101	-22	2	96
9	CN(C)S(=O)(=O)c1ccc(C(=O)NCC(C)(C)CN=C2NS(=O)(=O)c3ccccc32)cc1	103	97	99	96	91	3	2	98
10	COc1ccc(NC(=O)/C(C#N)=C/c2ccc3c(c2)n(C)c(=O)n3C)cc1	101	95	95	91	91	17	2	96
11	Nn1c(Cc2cccc3ccccc23)nnc1SCC(=O)NC1CCS(=O)(=O)C1 (stereo not drawn)	99	102	103	95	96	2	0	94
12	CN(c1ccc(C(=O)NCCC2=CCCCC2)cc1)S(C)(=O)=O	103	86	109	108	95	13	3	101
13	Cc1cccc(NC(=O)c2ccc(NCC3CCCO3)c([N+](=O)[O-])c2)n1 (stereo not drawn)	105	85	94	99	112	3	2	97
14	CCCCCCN1N=C(C)C(C(=O)c2ccc(Cl)cc2)C1=O (stereo not drawn)	88	90	85	94	118	6	0	101
15	COc1cc(OC)c2ccc(=O)oc2c1C(CC(=O)N1CCN(c2ccccc2)CC1)c1ccc2c(c1)OCO2 (stereo not drawn)	102	91	96	100	91	-2	1	98
16	CCn1c(SCC(=O)Nc2cccc(F)c2)nnc1-c1cc2cc(Br)ccc2o1	101	98	95	101	106	2	3	102
17	COc1ccc(-c2nc(C#N)c(NCC3CCCO3)o2)cc1OC (stereo not drawn)	102	79	111	·	111	4	0	105
18	CC(OC(=O)/C=C/c1cccs1)C(=O)Nc1ccc(C(N)=O)cc1 (stereo not drawn)	103	101	102	97	97	-6	0	97
19	CCN(CC)S(=O)(=O)c1cc(NC(=O)Cn2ncc(Cl)c(Cl)c2=O)ccc1C	108	110	108	111	110	31	1	100
20	COC(=O)c1ccc(-c2cc(CC3(C(=O)OC)CCN(C(=O)OC(C)(C)C)CC3)on2)cc1	89	90	68	77	126	2	1	93

Three structures out of the list, sorted by heavy-atom count, ascending:
cpd	canonical_smiles	MEP2 TOR yeast	CR mimetic SO	CIT2-GFP yeast	AGP1 TOR yeast	LAP4-GFP MLPCN	VLA-4 inh	GRK2 inh	RPL19A TOR yeast
4	O=C1C=C(c2ccc3c(c2)OCO3)CCC1	103	89	95	101	102	43	2	102
17	COc1ccc(-c2nc(C#N)c(NCC3CCCO3)o2)cc1OC (stereo not drawn)	102	79	111	·	111	4	0	105
16	CCn1c(SCC(=O)Nc2cccc(F)c2)nnc1-c1cc2cc(Br)ccc2o1	101	98	95	101	106	2	3	102

Remaining list, next part
cpd	canonical_smiles	MEP2 TOR yeast	CR mimetic SO	CIT2-GFP yeast	AGP1 TOR yeast	LAP4-GFP MLPCN	VLA-4 inh	GRK2 inh	RPL19A TOR yeast
21	CCOC(=O)c1sc(=S)n(-c2ccc(Cl)cc2)c1C	93	96	84	90	98	5	1	95
22	COc1ccccc1-c1nc2ccccc2nc1-c1ccccc1	104	105	102	86	87	-4	1	102
23	O=C(COc1ccc(S(=O)(=O)NC2CCCCC2)cc1)NCc1ccccn1	92	100	77	82	79	-7	2	115
24	O=C(Nc1nc2c(s1)CCc1ccccc1-2)c1cccs1	109	94	110	100	105	-2	0	108
25	O=C1c2ccc(Oc3ccc4c(c3)C(=O)N(CCCO)C4=O)cc2C(=O)N1CCCO	108	109	113	109	105	-2	0	99
26	CCCN(CCC)S(=O)(=O)c1cccc(C(=O)Nc2ccc3c(c2)OCO3)c1	98	86	103	93	104	2	3	98
27	O=C1CN(C(=O)c2cccc(F)c2)C(c2ccc(F)cc2)c2cc(F)ccc2N1 (stereo not drawn)	105	101	95	99	95	12	0	101
28	Cc1cc(-c2nc3c4c5c(sc4[nH]c(=O)n3n2)CCC5)c(C)o1	105	121	93	91	103	1	40	97
29	CCOc1nc(CC)nc(NC(=O)NS(=O)(=O)c2ccccc2Cl)n1	92	108	96	101	94	-5	1	96
30	Cc1ccc(C(=O)NCC(=O)NCC(=O)OCc2ccc(Oc3ccc([N+](=O)[O-])cc3)cc2)cc1	96	97	96	110	90	18	0	98
31	CCC(C)NCCOc1cc(C)cc(C)c1C (stereo not drawn)	90	123	107	100	100	-8	0	97
32	Cc1cc(Cn2nc(-c3ccccc3)cc2C(=O)NCC2CC2)on1	94	104	93	92	102	0	1	105
33	COc1ccc(NC(=S)N2CCN(c3ccccn3)CC2)cc1OC	107	103	98	97	90	2	1	99
34	CC1=C(C(=O)N(C)C)C(c2cccc(Cl)c2)NC(=O)N1 (stereo not drawn)	100	111	94	101	98	3	0	100
35	COc1ccc(NC(=O)C2CC(=O)n3cnnc3S2)cc1 (stereo not drawn)	105	80	109	103	133	5	0	105
36	OCCN(CCO)c1ncnc2c1oc1ccc(Br)cc12	100	114	95	102	100	5	2	100
37	CCOC(=O)C1=C(N)OC2=C(C(=O)CC(C)(C)C2)C1c1ccccc1OCC#N (stereo not drawn)	102	99	101	98	85	-10	0	100
38	C/C(=N\NC(=O)c1ccc(NS(=O)(=O)c2cccs2)cc1)c1ccc(C(C)(C)C)cc1	119	96	110	111	104	-1	3	114
39	COc1ccc(-c2n[nH]c3c2CN(C(=O)c2ccc(OC)c(OC)c2)CC3)cc1	98	103	103	99	94	29	0	100
40	O=c1cc(CO)oc(CN2CCN(Cc3ccccc3)CC2)c1O	104	107	87	105	104	0	2	103

(next part)
cpd	canonical_smiles	MEP2 TOR yeast	CR mimetic SO	CIT2-GFP yeast	AGP1 TOR yeast	LAP4-GFP MLPCN	VLA-4 inh	GRK2 inh	RPL19A TOR yeast
41	O=C(CSc1nc2[nH]ncc2c(=O)n1-c1ccccc1Cl)N1CCCC1	95	111	96	96	89	23	2	95
42	Cc1cc(C)cc(-n2c(C)cc(/C=N\NC(=O)COc3cccc4cccnc34)c2C)c1	99	96	101	103	84	-3	0	105
43	C=CCc1cc(OC)ccc1OCCOCCN1CCc2ccccc2C1	92	103	85	91	87	2	0	85
44	Cc1ccc(S(=O)(=O)N(C)c2ccc(OC(=O)c3cccs3)cc2)cc1C	98	70	87	98	96	0	1	94
45	COc1ccccc1CC(=O)N1CCC(n2nccc2NC(=O)C2CCOC2)CC1 (stereo not drawn)	96	98	95	98	95	14	0	99
46	CCN(CC(=O)NCc1ccc(Cl)cc1)C(=O)CSc1cc(C)ccc1C	91	121	85	96	94	12	0	85
47	COc1ccc(C2=NN(CN3C(=O)C(=O)c4ccccc43)C(c3ccc(Br)cc3)C2)cc1 (stereo not drawn)	95	112	98	97	96	21	0	94
48	CCCC1C2CN(C(C)C)CC=C2C(C#N)=C(N)C1(C#N)C#N (stereo not drawn)	94	103	·	92	86	1	0	94
49	Cc1cc(C)nc(N2CCC(C(=O)NCc3ccccc3F)CC2)n1	84	107	84	88	88	4	0	90
50	Cc1nc(C(=O)Nc2ccc(Cl)cc2)sc1C1(C)CC(c2ccccc2)=NO1 (stereo not drawn)	100	97	105	103	89	25	3	99
51	CCC1(CC)C(=O)C2=C3C1[C@H](C(=O)OC)CC(C(=O)OC)C[C@H]3n1c(=O)n(C)c(=O)n1[C@H]2C (stereo partly drawn)	91	110	88	86	107	18	3	100
52	CC(=O)Nc1ccc(NC(=S)Nc2ccc(Br)cc2)cc1	96	107	99	101	106	18	0	97
53	Cc1ccc(C(=O)OCC(=O)Nc2sccc2C(N)=O)cc1NC(=O)c1ccco1	104	97	99	97	94	-9	6	97
54	CCOC(=O)N1CCN(c2ncc(C(F)(F)F)cc2Cl)CC1	97	111	87	97	99	0	0	94
55	O=C(O)CSCC(=O)NCc1ccccc1	100	112	100	99	101	26	0	94
56	CCCn1c(SCC(=O)c2c[nH]c3ccccc23)nnc1-c1ccncc1	82	91	89	88	83	0	17	84
57	CCCn1c(=O)c(C(=O)NCC2CCCO2)c(O)c2ccccc21 (stereo not drawn)	96	99	98	101	89	1	1	102
58	Cc1ccc(CS(=O)(=O)CCC(=O)NCCC(C)C)cc1	98	104	95	93	100	-6	5	102
59	NS(=O)(=O)c1cc(C(=O)NCCc2ccccn2)ccc1Cl	96	96	91	104	106	-18	0	97
60	CCOC(=O)C(C#N)C(Cc1ccccc1)c1ccco1 (stereo not drawn)	109	92	94	100	99	-6	3	92

(list continues)
cpd	canonical_smiles	MEP2 TOR yeast	CR mimetic SO	CIT2-GFP yeast	AGP1 TOR yeast	LAP4-GFP MLPCN	VLA-4 inh	GRK2 inh	RPL19A TOR yeast
61	CCOC(=O)[C@@H]1[C@H]2COc3cc(OC)ccc3[C@@H]2N2C(=O)N(c3ccc(Br)cc3)C(=O)[C@]12C	90	91	88	84	98	-1	0	92
62	O=C(O)c1ccc(-n2c(/C=C/c3ccccc3)nc3ccccc3c2=O)cc1	96	111	89	95	103	-8	4	102
63	CN(C(=O)c1ccc(NC(=O)Cc2ccccc2)cc1)c1ccccc1	111	97	97	101	113	-7	4	98
64	CCOc1ccc(C(C)=O)cc1COC(=O)c1cnc(Cl)c(Cl)c1	111	97	97	101	111	28	0	98

An unsorted share of the library; any-hit rate near 1.7%.
